PAFAH1B2 FP inh = inhibitors of human PAFAH1B2. 340,000 compounds, 1.2% hits. recombinant PAFAH1B2, FP-rhodamine activity probe, fluorescence polarization. AID 492953. inhibition, % at 3.39 µM;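 active means inhibition above the mean of all tested compounds plus 3 SD, cut at about 24% in these data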;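 further: 0% = enzyme with DMSO and 100% = wells lacking PAFAH1B2; many of its hits are not listed in these tables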
Target sequence (P68402 whole entry, looked up): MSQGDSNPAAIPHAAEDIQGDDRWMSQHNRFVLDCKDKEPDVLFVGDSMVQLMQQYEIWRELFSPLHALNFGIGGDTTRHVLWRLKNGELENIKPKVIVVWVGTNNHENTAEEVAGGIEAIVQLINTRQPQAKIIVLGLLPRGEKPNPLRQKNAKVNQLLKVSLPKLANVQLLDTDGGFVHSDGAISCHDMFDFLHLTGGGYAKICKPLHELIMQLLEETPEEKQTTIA
PREPL inhibitor = inhibitors of human prolyl oligopeptidase-like enzyme PREPL; recombinant PREPL, fluorescence polarization activity-based probe; 320,000 compounds, 0.68% hits; Q4J6C6; AID 2751; inhibition, % at 5.96 µM; in the data active means inhibition above about 43%;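 further: 0% = enzyme with DMSO and 100% = wells lacking enzyme; many of its hits are not listed in these tables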
LYPLA1 inh = counter-screen for PME1 inhibitors: inhibitors of human LYPLA1; 320,000 compounds, 0.16% hits; AID 2174; inhibition, % at 5.9 µM; recombinant LYPLA1, FP-Rh probe fluorescence polarization; O75608;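 active means inhibition above the mean of all tested compounds plus 3 SD, set per campaign, cut at about 14% in these data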;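 further: inhibitors block serine hydrolase probe labeling of LYPLA1 so polarization falls; 0% = enzyme with DMSO and 100% = wells lacking LYPLA1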
Target sequence (O75608 whole entry, looked up): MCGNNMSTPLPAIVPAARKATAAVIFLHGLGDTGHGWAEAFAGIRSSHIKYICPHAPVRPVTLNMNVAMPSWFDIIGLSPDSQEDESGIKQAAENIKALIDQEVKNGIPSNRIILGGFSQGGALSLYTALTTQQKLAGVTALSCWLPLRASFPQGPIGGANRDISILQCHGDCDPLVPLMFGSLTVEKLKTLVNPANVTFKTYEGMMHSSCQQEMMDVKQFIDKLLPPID
PME-1 inh = PME-1 (human) inhibition | AID 2130 | inhibition, % at 5.9 µM | recombinant PME-1, FP-Rh probe fluorescence polarization | Q9Y570 | 320,000 compounds, 0.53% hits;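 active means inhibition above the campaign mean of all compounds plus 3 SD, cut at about 26% in these data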;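 further: competitive labeling of PME-1 active site by serine hydrolase directed probe; 0% = PME-1 with DMSO and 100% = wells lacking PME-1 enzyme; inhibitors block probe labeling so polarization falls and inhibition rises; many of its hits are not listed in these tables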
Target sequence (Q9Y570 whole entry, looked up): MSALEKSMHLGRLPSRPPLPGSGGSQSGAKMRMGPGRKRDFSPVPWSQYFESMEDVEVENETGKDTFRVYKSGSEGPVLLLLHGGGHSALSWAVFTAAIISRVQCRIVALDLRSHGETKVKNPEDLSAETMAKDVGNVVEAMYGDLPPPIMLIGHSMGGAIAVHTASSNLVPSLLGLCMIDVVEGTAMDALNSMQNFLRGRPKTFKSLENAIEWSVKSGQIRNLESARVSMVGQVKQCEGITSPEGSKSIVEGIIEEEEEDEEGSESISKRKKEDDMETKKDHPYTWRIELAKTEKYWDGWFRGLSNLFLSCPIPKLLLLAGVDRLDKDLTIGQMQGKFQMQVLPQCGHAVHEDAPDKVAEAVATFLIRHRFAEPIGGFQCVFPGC
pPAFAH inh = pPAFAH (human) enzyme inhibition. Q13093. recombinant pPAFAH, FP-rhodamine probe fluorescence polarization. inhibition, % at 3.39 µM. 330,000 compounds, 1.5% hits;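 active means inhibition above the mean inhibition across the screen plus 3 SD, cut at about 25% in these data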;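 further: inhibitors block binding of the rhodamine activity-based probe so polarization drops; 0% = enzyme with DMSO and 100% = wells lacking pPAFAH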
PAD4 FP inh = blocks human protein arginine deiminase 4 | recombinant PAD4, RCA probe fluorescence polarization | 330,000 compounds, 0.41% hits | inhibition, % at 6.36 µM | Q9UM07 | AID 485272;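 active means percent inhibition above a cutoff equal to the mean of all tested compounds plus 3 SD, cut at about 15% in these data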;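 further: 0% = PAD4 with RCA probe and DMSO and 100% = probe without PAD4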
GSTO1 counter = counter-screen for RBBP9 inhibitors: inhibitors of human GSTO1. P78417. recombinant GSTO1, activity-based probe fluorescence polarization. inhibition, % at 5.96 µM. 300,000 compounds, 1.1% hits;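 active means inhibition above the campaign mean inhibition plus 3 SD, cut at about 35% in these data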;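 further: 0% = GSTO1-1 with DMSO and 100% = wells lacking GSTO1-1 enzyme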
LYPLA2 inh = blocks human lysophospholipase 2, a PME1 counter-screen; O95372; recombinant LYPLA2, FP-Rh probe fluorescence polarization; inhibition, % at 5.9 µM; 320,000 compounds, 0.38% hits; AID 2177;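 active means inhibition above the screen-wide mean plus 3 SD, limit set per campaign, cut at about 26% in these data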;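 further: 0% = LYPLA2 with DMSO and 100% = wells lacking LYPLA2 enzyme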
Target sequence (O95372 whole entry, looked up): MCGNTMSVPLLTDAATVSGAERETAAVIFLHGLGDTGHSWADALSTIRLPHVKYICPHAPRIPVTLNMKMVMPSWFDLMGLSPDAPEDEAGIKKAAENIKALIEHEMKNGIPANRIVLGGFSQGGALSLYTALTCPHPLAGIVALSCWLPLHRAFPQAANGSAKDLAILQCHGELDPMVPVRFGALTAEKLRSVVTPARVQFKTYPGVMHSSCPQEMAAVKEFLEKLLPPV
PAFAH1B3 inh = inhibitors of human PAFAH1B3; Q15102; recombinant PAFAH1B3, FP-rhodamine probe, fluorescence polarization; inhibition, % at 3.39 µM; 340,000 compounds, 0.28% hits;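 active means inhibition above the screen-wide average of all tested compounds plus 3 SD, cut at about 25% in these data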;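 further: 0% = enzyme with DMSO only and 100% = wells lacking PAFAH1B3 protein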
* hit, by the source's call; nt = no result given; & = joins results of further samples. The list is partial. The share of hits here may be higher or lower than overall.

SMILES	PAFAH1B2 FP inh	PREPL inhibitor	LYPLA1 inh	PME-1 inh	pPAFAH inh	PAD4 FP inh	GSTO1 counter	LYPLA2 inh	PAFAH1B3 inh
Cc1ccc(C(C(=O)NC2CCCCC2)N(C(=O)c2csnn2)C2CCCC2)o1 (centres undefined)	1	5	1	5	0	-3	1	1	1
CC(C(=O)O)n1nc2ccccc2n1 (centres undefined)	6	0	0	2	0	0	8	4	8
CCCc1nc2ccccc2[nH]1	-1	-8	-1	-2	3	-1	4	-4	7
CCNC(=O)N(C)C[C@H]1N[C@@](CC)(C(=O)OC)[C@H]2C(=O)N(Cc3ccccc3)C(=O)[C@@H]12	6	15	nt	nt	1	2	nt	nt	-5
CC(C)CN(C(=O)CN1CCN(c2ccc(O)cc2)CC1)c1c(N)n(CC(C)C)c(=O)[nH]c1=O	8	1	1	0	5	-5	19	-3	1
Cc1cc(C(=O)NNC(=S)NC2CCCCC2)cs1	6	-5	1	2	2	3	1	3	18
CC(C)Cn1c(N)c(C(=O)COC(=O)c2cc(C(F)(F)F)nc3c(C(F)(F)F)cccc23)c(=O)n(C)c1=O	nt	8	-1	7	3	-4	7	4	nt
CCOc1ccc(CNC(=S)Nc2ccccc2)cc1Cl	2	-3	-4	0	0	-1	-4	-2	3
COCCCNC(=O)C1CC(=O)N(Cc2ccc(OC)cc2)C1 (centres undefined)	2	-2	3	1	-7	-2	0	-4	2
COc1ccc(C(O)P(=O)(OC(C)C)OC(C)C)c(OC)c1 (centres undefined)	-5	1	-2	-1	0	-2	-4	1	5
COc1ccccc1OCCNC(=O)c1cccc(S(=O)(=O)N2CCN(Cc3ccccc3)CC2)c1	5	13	-1	-3	4	-1	nt	0	6
O=C(CSc1nnc(Cc2cc(=O)[nH]c(=O)[nH]2)n1-c1ccc(F)cc1)N1CCCCC1	2	12	0	-5	-2	-2	0	0	0
COc1ccc(N(C)S(=O)(=O)c2cccc(C(=O)Nc3ccc(OC)nc3)c2)cc1	nt	0	-1	-3	0	1	-1	-17	nt
CCOC(=O)c1nn(-c2ccc(Cl)cc2)c2nnc(Cc3ccc(C)cc3)c(=O)n12	-2	0	6	2	8	-1	-4	6	5
COc1ccc(NC(=O)COC(=O)c2ccc(-n3nc(C)cc3C)cc2)cc1OC	2	14	1	-1	27*	-1	nt	1	13
COCOc1ccc(C=O)c(OCOC)c1	3	0	4	3	-3	-3	-3	1	6
COc1ccc(NC(=S)/N=C(\N)Nc2nc(C)c3ccc(C)cc3n2)cc1	0	9	-8	12	8	3	-11	-4	8
Cc1ccccc1N=Cc1cc2c(cc1O)OC(N)=C(C#N)C2c1ccccc1 (centres undefined)	-1	3	2	1	26*	-13	1	0	-3
Cc1ccc(-c2nc3ccc(C(=O)O)cc3nc2-c2ccc(C)cc2)cc1	7	8	-2	2	8	-3	0	3	12
COc1ccc([N+](=O)[O-])cc1NC(=O)c1ccc(N(Cc2ccccc2Cl)S(C)(=O)=O)cc1	-1	-6	-5	-5	6	-2	-24	-3	5
C/C(=N\S(=O)(=O)c1ccc(C)cc1)N1CCN(S(=O)(=O)c2ccccc2)C1	3	3	-3	3	3	-2	9	1	-4
CC(=O)c1ccc(N(CC(=O)NCC2CCCO2)C(=O)CCC(=O)Nc2cc(C)on2)cc1 (centres undefined)	8	0	-3	-7	-2	3	-3	-4	4
Cc1cccc(C)c1NC(=O)C1(NC(=O)C2CCCN2C(=O)OC(C)(C)C)CCCCC1 (centres undefined)	5	-3	-3	2	6	0	0	3	3
CC1CCC2(CC1)NC(=O)c1ccccc1O2 (centres undefined)	10	-31	3	4	0	-4	4	-4	1
NC(=O)C1CCN(C2CC(=O)NC2=O)CC1 (centres undefined)	8	0	0	-1	3	1	10	0	9
O=C(/C=C/c1ccco1)OCc1nnc(-c2ccccc2)o1	3	-11	2	-2	4	-3	3	13	8
CNS(=O)(=O)c1cccc(C(=O)OCC(=O)NC2CCCC2)c1	-3	19	-4	-2	6	0	0	-10	8
OC(CN=c1sc2ccccc2n1CC(O)COc1ccccc1)COc1ccccc1 (centres undefined)	2	10	-10	0	3	2	-5	-10	-5
O=C(COC(=O)/C=C/c1ccc(Br)o1)NCCCN1CCCC1=O	7	7	4	0	4	-4	3	20	11
Cc1c(C(=O)N2CCCCC2)c(S(=O)(=O)NCc2ccc(Cl)cc2)c(C)n1C	3	9	1	-6	4	3	-1	3	2
CCOC(=O)c1csc(NC(=O)c2cccs2)n1	1	0	0	1	4	-7	-1	1	8
CCCCNC(=O)CCSc1ccc(C)cc1	13	6	6	3	2	-1	4	6	4
CCOc1ccc(CN2CCN(CCCc3ccccc3)C(CCO)C2)cc1 (centres undefined)	4	-19	-4	-7	1	1	5	-2	-6
O=C(Oc1ccc(Br)cc1C(=S)N1CCOCC1)c1cccc([N+](=O)[O-])c1	3	5	-2	3	9	11	3	1	6
CN(C)c1nc(-c2ccccc2)nnc1C(F)(F)F	-2	6	1	4	-1	-8	0	-2	2
Cc1noc(/C=C/N(C)C)c1S(=O)(=O)NC1CCCCC1	1	11	-5	-5	-1	-3	-8	-5	9
COc1ccc2nc(SCC(=O)Nc3cc(C)on3)[nH]c2c1	4	-4	1	-2	-4	1	-3	6	-5
O=C(CNS(=O)(=O)c1ccccc1)NCC(=O)OCc1ccc(Br)cc1	45*	-2	2	-4	8	-3	14	12	3
O=C(Cc1ccc([N+](=O)[O-])cc1)Nc1ccc(Br)cn1	2	6	2	4	3	-14	-6	13	5
Cc1c(C(=O)OC(C)C)nnn1-c1nonc1N	-4	1	1	-7	-1	0	-4	1	-1
CCOC(CNC(=O)c1ccc2c(c1)ncn2-c1ccccc1OC)OCC	2	6	-3	4	3	-5	0	-6	15
COc1ccc(C(=O)OCc2cc(=O)n3ccsc3n2)cc1F	6	9	nt	nt	9	-4	nt	nt	4
C[C@H](CCC(=O)O)[C@H]1CC[C@H]2[C@@H]3CC[C@@H]4C[C@H](O)CC[C@]4(C)[C@H]3C[C@H](O)[C@]12C	1&4&-9	-2	-2	-3	8	5	5	-1	1&7&-5
O=C(NCc1ccccc1)c1ccc(Br)cc1Br	3	-4	0	2	5	-5	6	5	5
COc1ccc2[nH]c3nc(SCC(=O)NC4CC4)nnc3c2c1	6	12	0	-1	3	-1	14	6	10
Cc1cccc(C)c1NC(=O)C(Cl)=C(Cl)Cl	0	4	4	12	1	-1	6	3	-1
CC(=O)Nc1sc2c(c1C(c1ccccc1)N1CCOCC1)CCCC2 (centres undefined)	0	0	-2	0	5	-2	-2	12	5
O=C(c1ccc(N2CCOCC2)c([N+](=O)[O-])c1)N1CCCC(C(F)(F)F)C1 (centres undefined)	5	1	-2	-3	2	2	-4	-9	10
CCCCc1nnc(SCC(=O)NC2CCCCC2)n1C	3	16	-1	2	6	-2	4	11	3
Cc1cc(NC(=O)CN2CCN(c3cccc(Cl)c3)CC2)no1	4	34	4	0	4	-2	18	8	3

The results go on:
SMILES	PAFAH1B2 FP inh	PREPL inhibitor	LYPLA1 inh	PME-1 inh	pPAFAH inh	PAD4 FP inh	GSTO1 counter	LYPLA2 inh	PAFAH1B3 inh
O=[N+]([O-])c1ccc(N2CCN(c3ccccc3)CC2)cc1	2	23	-1	-4	2	-6	-3	-3	9
COc1ccc(CCNC(=O)CCN2C(=O)COc3ccccc32)cc1OC	0	-3	2	-7	8	0	1	8	-1
O=C(c1cccc(N2CCCC2=O)c1)N1CCOCC1	4	0	-1	1	2	-4	2	3	2
CCO[C@@H]1OC(C(=O)O)=C[C@H](c2coc3ccccc3c2=O)[C@H]1CCCO	-2	5	0	2	3	-7	-2	-6	0
CN(C)c1cc(-c2ccc([N+](=O)[O-])cc2)oc(=O)c1Cl	1	0	3	3	5	0	5	-1	9
O=C(c1ccc(N2CCCC2=O)cc1)N1CCN(c2ccccc2Cl)CC1	5	9	0	2	5	5	nt	10	9
CN(CC(=O)Nc1ccccc1C(F)(F)F)C(=O)c1cc(Cl)nc2ccccc12	3	-3	1	2	4	-7	0	1	4
CC(=O)c1c(C)[nH]c(C(=O)OCC(=O)N2CC(C)OC(C)C2)c1C (centres undefined)	1	6	-4	-6	8	0	4	2	-2
COC(=O)CNC(=O)c1ccc(C)s1	2	6	2	0	3	3	-1	0	1
COc1ccc2cc(C(=O)N3CCC(Cc4ccccc4)CC3)[nH]c2c1	-1	7	1	2	21	-10	4	6	4
COc1ccc(N2CCCn3c2nc2c3c(=O)n(CCN3CCOCC3)c(=O)n2C)cc1	2	14	3	-1	6	0	14	6	3
COc1ccc(Cl)cc1C(Nc1cccnc1)c1ccc2cccnc2c1O (centres undefined)	0	-11	-3	0	9	-2	-53	4	2
O=C(CSc1ccc(/C=N/NC(=O)c2cccc(F)c2)o1)Nc1ccccc1	4	-2	-4	1	2	-2	2	-3	8
NC(=O)N/N=C/c1cc(F)cc(F)c1	4	2	0	-5	-6	-3	3	3	5
C[C@H]1CC[C@@]2(O[C@@H](CCO)C[C@H](O)[C@H]2O)O1	1	0	-3	0	1	3	7	-1	0
NC(=O)CCS(=O)(=O)c1ccccc1	-5	8	-2	1	2	3	11	-4	8
Cc1ccc(NC(=S)C2=C(O)c3sccc3N(C)S2(=O)=O)cc1	4	2	-1	5	0	-2	10	1	-3
C[C@]12CCC(=O)CC1CCC1C2CC[C@@]2(C)C1CC[C@@]21CCO1 (some centres undefined)	3	1	-2	-7	2	-7	11	-1	7
Oc1c(C(c2cccc(F)c2)N2CCN(Cc3ccccc3)CC2)sc2ncnn12 (centres undefined)	3	19	3	3	1	-2	0	10	0
Cc1ccc(C)c(OCC(=O)Nc2cc(NC(=O)COc3cc(C)ccc3C)cc(C(=O)O)c2)c1	-1	-44	-9	-11	-8	4	-16	-17	3
Cc1cccc(NS(=O)(=O)c2cc(C(=O)N3CCCCCC3)ccc2C)c1	5	10	2	2	3	2	-2	7	7
CC(=O)N1CCN(S(=O)(=O)c2c(F)cc(F)c(Cl)c2F)CC1	2	-2	0	0	-3	0	25	2	5
COc1ccc(OC)c(NC(=O)CSc2nc(=O)n(CCN3CCOCC3)c3c2CCCC3)c1	0	1	1	3	2	0	5	4	8
Cc1noc(C)c1CSCC(=O)N1CCN(c2ccc(F)cc2)CC1	-4	0	2	9	2	1	7	8	1
O=C(c1cccc(F)c1)N1CCN(c2ccc([N+](=O)[O-])c(N3CCOCC3)c2)CC1	3	0	0	-8	-3	-1	4	-1	2
Cn1c2ccccc2c(=O)c2c(=O)n(Cc3ccco3)c(-c3ccc(Cl)cc3Cl)nc21	nt	13	-1	18	9	0	-6	2	nt
O=C(Cn1nnc(-c2ccccc2-n2cnnn2)n1)NCc1ccccc1	1	0	-2	3	-5	5	1	-6	13
O=C(Nc1ccccc1SCC1CSc2nc3ccccc3c(=O)n21)c1ccccc1 (centres undefined)	1	-5	-2	1	4	3	2	5	9

No new results follow: an excerpt of the list.
SMILES	PAFAH1B2 FP inh	PREPL inhibitor	LYPLA1 inh	PME-1 inh	pPAFAH inh	PAD4 FP inh	GSTO1 counter	LYPLA2 inh	PAFAH1B3 inh
Cc1noc(C)c1CSCC(=O)N1CCN(c2ccc(F)cc2)CC1	-4	0	2	9	2	1	7	8	1
O=C(c1cccc(F)c1)N1CCN(c2ccc([N+](=O)[O-])c(N3CCOCC3)c2)CC1	3	0	0	-8	-3	-1	4	-1	2
Cn1c2ccccc2c(=O)c2c(=O)n(Cc3ccco3)c(-c3ccc(Cl)cc3Cl)nc21	nt	13	-1	18	9	0	-6	2	nt
O=C(Cn1nnc(-c2ccccc2-n2cnnn2)n1)NCc1ccccc1	1	0	-2	3	-5	5	1	-6	13
